RGS4 inh – Inhibitors of Regulator of G Protein Signaling (RGS) 4: qHTS; 390,000 tested, 0.039% active; Transcreener GDP fluorescence polarization, RGS4-accelerated GTP hydrolysis; Potency, µM (series often up to 114 µM), without a hit: top-dose activity change, negative = inhibition, usual class: inhibitors; Regulator of G-protein signaling 4 (Homo sapiens), P49798; further: potency means the concentration at half of the fitted maximal effect; on the % scale 0 is the no-effect control and ±100 the full control effect; nearly all actives have a fitted effect of over 75% in size; some results filed as inactive show a strong effect at the top dose
Target sequence (P49798 whole entry, looked up): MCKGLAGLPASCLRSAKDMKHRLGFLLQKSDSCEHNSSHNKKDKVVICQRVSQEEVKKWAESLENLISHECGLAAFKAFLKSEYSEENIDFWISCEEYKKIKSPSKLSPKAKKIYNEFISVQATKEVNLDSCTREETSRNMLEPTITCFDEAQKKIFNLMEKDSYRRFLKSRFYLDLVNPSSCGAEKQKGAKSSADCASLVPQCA
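MLSMR compounds (23 nl, pin-transferred) preincubated 10 min at room temperature with a 500nM (2x) first reagent, then RGS4 at 900nM (2x) plus Transcreener GDP mix added; fluorescence polarization (620/688 nm) read before and after 90 min at 30 °C.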
Vif-APOBEC3F blk – qHTS for Inhibitors of Vif-A3F Interactions: qHTS. Potency, µM (highest dose often 46.1 µM), without a hit: top-dose activity, negative = active. HeLa A3F-eYFP + Vif (tagged APOBEC3F with the HIV-1 protein that degrades it), YFP fluorescence increase. 390,000 tested, 0.2% active; further: potency means the concentration at half of the fitted maximal effect; % of control where 0% means no effect; nearly all actives have a fitted effect of over 65% in size
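HeLa cells stably expressing Vif plus C-terminally eYFP-tagged A3F were seeded, incubated overnight at 37 deg C, dosed with compound, incubated overnight again at 37 deg C. Yellow fluorescence (Ex 488/Em 500-530) reported blocked Vif-mediated A3F-eYFP degradation.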
LDHA block – qHTS assay for inhibitors of human lactate dehydrogenase. AID 1347041, 2019. L-lactate dehydrogenase A chain (Homo sapiens), P00338. 480,000 tested, 0.15% active. purified LDHA, NADH/diaphorase-resazurin fluorescence; stronger effect = lower value. activity change, % (values are at about 110 or 230 µM); in the data active means activity change below about -30%; inconclusive means mostly about -25% to -30%;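 further: plate controls were DMSO wells for no effect and wells without enzyme for full effect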
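LDH5 2 nM; NADH 0.06 mM, pyruvate 0.2 mM; 200 mM Tris pH 7.4, EDTA, Tween-20; 5 min RT. Detection: diaphorase 0.133 mg/mL + resazurin 37 µM, fluorescence ex540/em590 at 0 and 20 min; normalized to enzyme-free and DMSO wells.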
mIDH1 inhibitor – qHTS for Inhibitors of mutant isocitrate dehydrogenase 1 (IDH1): qHTS; Isocitrate dehydrogenase [NADP] cytoplasmic (Homo sapiens), O75874; IDH1-R132H enzyme, NADPH consumption, diaphorase/resazurin fluorescence; Potency, µM (highest dose often 76.6 µM), without a hit: at the top dose activity change, negative = inhibition, usual class: inhibitors; 390,000 tested, 0.093% active; further: potency means the concentration at half of the fitted maximal effect; on the % scale 0 is the no-effect control and ±100 the full control effect; nearly all actives have a fitted effect of over 65% in size
Target sequence (O75874 whole entry R132H, stated change not applied): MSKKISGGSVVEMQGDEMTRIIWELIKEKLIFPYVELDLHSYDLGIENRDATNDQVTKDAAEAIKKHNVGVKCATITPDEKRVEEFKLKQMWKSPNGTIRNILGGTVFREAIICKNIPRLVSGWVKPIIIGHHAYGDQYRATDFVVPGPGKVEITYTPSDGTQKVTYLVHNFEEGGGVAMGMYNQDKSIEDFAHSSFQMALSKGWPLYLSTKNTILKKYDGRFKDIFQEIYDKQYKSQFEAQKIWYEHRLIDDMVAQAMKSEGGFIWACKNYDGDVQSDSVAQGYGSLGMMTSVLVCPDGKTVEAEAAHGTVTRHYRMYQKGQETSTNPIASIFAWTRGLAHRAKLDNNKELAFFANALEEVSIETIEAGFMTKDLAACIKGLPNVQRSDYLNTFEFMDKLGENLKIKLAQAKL
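IDH1-R132H (0.5 ug/mL dispensed) in pH 7.5 Tris buffer was preincubated 30 min with compound, then given a substrate mix of 0.016 mM NADPH and 2 mM alpha-KG for 80 min at room temperature; remaining NADPH was read by diaphorase/resazurin fluorescence.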
USP1-UAF1 inh – Inhibitors of USP1/UAF1: Primary Screen. Ubiquitin carboxyl-terminal hydrolase 1 (Homo sapiens), O94782. recombinant USP1/UAF1, Ub-Rhodamine cleavage fluorescence. Potency, µM (top dose mostly 57.1 µM), for inactives: top-dose activity change, negative = inhibition, hits mostly inhibitors. 390,000 tested, 0.23% active. AID 743255, 2014; further: potency means the concentration at half of the fitted maximal effect; on the % scale 0 is the no-effect control and ±100 the full control effect; nearly all actives have a fitted effect of over 60% in size; inactives centre near -12
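In this screen, compounds sit with the deubiquitinase complex (1nM) for 15 min at room temperature before Ub-Rho is added at 150nM final. Fluorescence rise is then followed for 6 reads every 60 seconds.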
rTrxR1 inhibitor – qHTS Assay for Inhibitors of Mammalian Selenoprotein Thioredoxin Reductase 1 (TrxR1): qHTS; recombinant rTrxR1, NADPH fluorescence consumption, selenite substrate; Potency, µM (series often up to 114 µM), without a hit: at the highest dose activity change, negative = inhibition, most hits filed as inhibitors; AID 588453, 2011; 390,000 tested, 1% active; Thioredoxin reductase 1, cytoplasmic (Rattus norvegicus), O89049; further: potency means the concentration at half of the fitted maximal effect; on the % scale 0 is the no-effect control and ±100 the full control effect; nearly all actives have a fitted effect of over 65% in size
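Rat TrxR1 (90 nM in the dispensed reagent) was pre-reduced with 400 uM NADPH for 5 min at room temperature, then incubated with compound for 15 min. After 400 uM selenite was added, NADPH fluorescence (Ex 340/Em 450 nm) was followed for 8 min.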
TrxR1 substrate – qHTS Assay for Substrates of Mammalian Selenoprotein Thioredoxin Reductase 1 (TrxR1): qHTS; Thioredoxin reductase 1, cytoplasmic (Rattus norvegicus), O89049; purified TrxR1 substrate turnover, NADPH consumption readout; Potency, µM (top dose mostly 114 µM), inactives show at the highest dose activity change, negative = substrate turnover; 390,000 tested, 0.01% active; further: potency means the concentration at half of the fitted maximal effect; on the % scale 0 is the no-effect control and ±100 the full control effect; nearly all actives have a fitted effect of over 50% in size
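Rat TrxR1, dispensed at 90 nM, was prereduced with 400 uM NADPH (final) for 5 min at ~22 deg C, then incubated with compound 15 min before 400 uM selenite. A first-read NADPH fluorescence drop versus no-compound background flagged substrates.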
Vif-APOBEC3G blk – qHTS for Inhibitors of Vif-A3G Interactions: qHTS; Potency, µM (series often up to 46.1 µM), inactives show at the highest dose activity, negative = active, usual class: inhibitors; HeLa A3G-eYFP + Vif (tagged APOBEC3G with the HIV-1 protein that degrades it), YFP fluorescence, overnight; AID 602310, 2012; 410,000 tested, 0.076% active;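 further: potency means the concentration at half of the fitted maximal effect; on the % scale 0 is the no-effect control and ±100 the full control effect; nearly all actives have a fitted effect of over 60% in size; hits raise eYFP signal because A3G escapes Vif-driven loss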
Target sequence (Q9HC16 whole entry, looked up): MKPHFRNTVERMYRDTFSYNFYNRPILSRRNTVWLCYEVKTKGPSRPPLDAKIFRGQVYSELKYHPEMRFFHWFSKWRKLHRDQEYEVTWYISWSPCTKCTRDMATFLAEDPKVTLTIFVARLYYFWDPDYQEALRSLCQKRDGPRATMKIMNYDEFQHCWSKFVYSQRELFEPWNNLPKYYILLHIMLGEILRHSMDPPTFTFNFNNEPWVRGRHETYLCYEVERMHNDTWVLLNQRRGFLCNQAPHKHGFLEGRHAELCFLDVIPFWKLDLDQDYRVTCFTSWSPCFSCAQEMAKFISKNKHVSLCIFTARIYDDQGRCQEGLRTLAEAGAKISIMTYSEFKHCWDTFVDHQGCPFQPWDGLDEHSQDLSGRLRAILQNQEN
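Read-out is eYFP fluorescence (Ex 488/Em 500-530) from Vif-expressing HeLa A3G-eYFP cells; more signal means A3G escaped Vif-mediated degradation. Cells plated overnight, compound pinned in, incubated overnight at 37 deg C.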
Glioma ERSR ind – qHTS for Inducers of the Endoplasmic Reticulum Stress Response (ERSR) in Human Glioma: qHTS. Potency, µM, without a hit: at the highest dose activation, most hits filed as activators. 420,000 tested, 0.02% active. U87-MG GRP78 promoter luciferase reporter, 16 h; further: potency means the concentration at half of the fitted maximal effect; series mostly up to about 76 µM; % of control where 0% means no effect; nearly all actives have a fitted effect of over 35% in size
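ERSR induction read as luciferase luminescence (Bright-Glo, 10 min at room temperature) in stably transfected human U87-MG glioma cells exposed to compounds for 16 h, using GRP78 as sensor.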
An asterisk follows results filed as active; ? = inconclusive; & = joins results of further samples; [ ] = dose if it differs, or a comment. Unless noted, the call rests on the fitted dose curve; in most records, active means well fitted curve in the direction sought with a large enough effect; inconclusive means small, poorly fitted or top-dose-only effect, or another doubt; inactive means no such curve, though single readings can be large; an effect the other way counts as inactive or inconclusive.

no.	molecule	RGS4 inh	Vif-APOBEC3F blk	LDHA block	mIDH1 inhibitor	USP1-UAF1 inh
1	Cc1ccc(C2CC(=O)NC(SCC(N)=O)=C2C#N)s1 (stereo not given)	4%	0%	-1	5%	-2%
2	O=C(Cc1ccc(F)cc1)N1CCC(CC2CC(c3cccc(Br)c3)=NO2)(C(=O)NCC2CCCCC2)CC1 (stereo not given)	-2%	-3%	-9	2%	21%
3	Cn1c(N)c(C(=O)COC(=O)C2=COCCO2)c(=O)n(C)c1=O	2%	0%	-2	3%	-15%
4	CNc1nc2c(c(=O)n(C)c(=O)n2C)n1Cc1ccccc1	-32%	-1%	-3	7%	-19%
5	Cc1nc(NC(=O)c2cccs2)ccc1Br	2%	4%	-3	-5%	-3%
6	COc1cccc(NC(=O)Cn2nnc(C(=O)NCCc3ccccc3)c2N)c1	13%&-33%	0%&1%	-7&-1	-8%&4%	-9%&-20%
7	O=C(O)c1nn(CCOc2cccc(Br)c2)c(=O)c2ccccc12	0%	-20%	-9	15%	-14%
8	COc1ccc(CCC(=O)Nc2cccc(S(=O)(=O)N3CCCCCC3)c2)cc1	-5%	-6%	-16	-5%	-10%

no.	rTrxR1 inhibitor	TrxR1 substrate	Vif-APOBEC3G blk	Glioma ERSR ind
1	-16%	-8%	1%	-4%
2	22%[57.1 µM]	5%[57.1 µM]	-4%	-6%
3	13%	5%	4%	5%
4	11%	1%	-1%	-1%
5	-3%[57.1 µM]	0%[57.1 µM]	-7%	5%
6	1%&13%	-5%&-4%	-6%&0%	0%&-6%
7	19%	-1%	-3%	-3%
8	10%	-3%	1%	1%

New compounds follow:
no.	molecule	RGS4 inh	Vif-APOBEC3F blk	LDHA block	mIDH1 inhibitor	USP1-UAF1 inh
9	CCC(C)(C)n1nnnc1CN1CCc2ccccc21	8%[11.4 µM]	7%	4	3%	-3%
10	COc1ccc(C(=O)n2nc(-c3cccnc3)nc2NCc2ccccc2)cc1OC	-6%	3%	-2	-12%	-34%
11	O=C(CN1CCN(Cc2ccccc2Cl)C1=O)NCc1cccnc1	15%	4%	-10	1%	5%
12	CCC(C)[C@H](NC(=O)Nc1cccc(Br)c1)C(=O)OC (stereo not given in full)	8%	3%	-1	5%	-12%
13	COc1ccc(N(C)S(=O)(=O)c2cccc(C(=O)NCC(c3ccco3)N3CCCC3)c2)cc1 (stereo not given)	-20%	2%	-6	6%	-8%
14	CC(C)CN(C(=O)CCc1ccccc1)c1c(N)n(CC(C)C)c(=O)[nH]c1=O	15%	-14%	-10	-1%	-8%
15	COc1ccc(C(=O)CN2C(=O)N(c3cc(C)ccc3C)S(=O)(=O)c3ccccc32)cc1	25%	-7%	-2	-5%	-13%
16	CN1CCc2c(sc(N)c2C(=O)O)C1	-40%	1%	10	-1%	-7%

no.	rTrxR1 inhibitor	TrxR1 substrate	Vif-APOBEC3G blk	Glioma ERSR ind
9	-11%	1%	2%	0%
10	-2%	6%	-3%	-1%
11	-5%	-5%	2%	-2%
12	-13%	-13%	-3%	-1%
13	9%	2%	0%	-4%
14	16%	1%	-6%	-2%
15	5%[57.1 µM]	-2%[57.1 µM]	-1%	-2%
16	19%[57.1 µM]	8%[57.1 µM]	0%	1%

Limited to Vif-APOBEC3F blk, for some of the entries so far:
item	molecule	Vif-APOBEC3F blk
9	CCC(C)(C)n1nnnc1CN1CCc2ccccc21	7%
10	COc1ccc(C(=O)n2nc(-c3cccnc3)nc2NCc2ccccc2)cc1OC	3%
11	O=C(CN1CCN(Cc2ccccc2Cl)C1=O)NCc1cccnc1	4%
12	CCC(C)[C@H](NC(=O)Nc1cccc(Br)c1)C(=O)OC (stereo not given in full)	3%

More compounds follow.
no.	molecule	RGS4 inh	Vif-APOBEC3F blk	LDHA block	mIDH1 inhibitor	USP1-UAF1 inh
17	CCC(C)(C)NC(=O)C(c1ccccc1)N(C(=O)c1csnn1)C1CC1 (stereo not given)	-4%	5%	-12	-10%	-6%
18	CC1Oc2ccccc2N(CC(=O)N(Cc2ccccc2)Cc2ccccn2)C1=O (stereo not given)	3%	0%	3	4%	-10%
19	CCCn1c(/C=N/Nc2nc3ccccc3[nH]2)nc2ccccc21	-6%	?	-2	2%	-21%
20	O=C(CC(NC(=O)OCc1ccccc1)C(=O)O)OCc1ccccc1 (stereo not given)	-44%	-1%	2	2%	-19%
21	Cc1cccc(-n2cc(-c3ccccc3)c3c(NN4CCOCC4)ncnc32)c1	-13%	0%	3	5%	-13%
22	O=C(CCC(=O)c1cccs1)NC(c1ccccc1)c1ccccc1	-5%	4%	-1	0%	-13%
23	COc1ccccc1NC(=O)COC(=O)c1c(C)nn(-c2ccccc2)c1C	-4%	1%	-7	-7%	-20%
24	COc1ccc(N=Cc2cc3c(cc2O)OC(N)=C(C#N)C3c2ccccc2)cc1 (stereo not given)	1%	-15%	0	-4%	12%

no.	rTrxR1 inhibitor	TrxR1 substrate	Vif-APOBEC3G blk	Glioma ERSR ind
17	21%[57.1 µM]	7%[57.1 µM]	1%	-8%
18	15%	2%	-3%	-3%
19	-7%	-10%	-3%	?
20	14%	1%	0%	-1%
21	5%	2%	0%	-1%
22	-6%	-1%	-7%	-4%
23	22%	3%	2%	6%
24	-21%	-12%	?	-8%

Continuation.
no.	molecule	RGS4 inh	Vif-APOBEC3F blk	LDHA block	mIDH1 inhibitor	USP1-UAF1 inh
25	COc1cccc(NC(=O)CSc2nc3ccsc3c(=O)n2-c2ccc(C(=O)O)cc2)c1	2%	6%	-8	-3%	-13%
26	Cc1ccc([C@H]2C(C(=O)O)=CC[C@@H](c3ccc(C)cc3)N2S(=O)(=O)c2ccc(C)cc2)cc1	-4%	9%	-2	?	-23%
27	CCC(C)NC(=O)c1cn(CC)c2cc(N3CCN(C)CC3)c(F)cc2c1=O (stereo not given)	-17%	-5%	2	6%	-26%
28	CN(C(=O)/C=C/c1ccc2c(c1)OCO2)c1ccccc1	14%	-8%	-7	3%	-16%
29	COc1ccc(C)cc1NS(=O)(=O)c1ccc(Cl)nc1	-11%	6%	-1	17%	-16%
30	Cc1cc(C)nc(NCC(O)CNc2ccccc2Cl)n1 (stereo not given)	-10%	7%	0	3%	-24%
31	COc1ccccc1CN1CCC(CNS(=O)(=O)c2cc(-c3cc(C)no3)ccc2OC)CC1	1%	1%	-20	-28%	-27%
32	O=C(NN=Cc1ccc2c(c1)OCO2)c1ccccc1	8%	-36%	-5	3%	-4%

no.	rTrxR1 inhibitor	TrxR1 substrate	Vif-APOBEC3G blk	Glioma ERSR ind
25	21%[57.1 µM]	-5%	0%	-7%
26	-13%	-13%	-16%	-3%
27	28%	43%[activator]	3%	-6%
28	7%	0%[57.1 µM]	-1%	14%
29	8%	0%	8%	1%
30	-12%[57.1 µM]	0%[57.1 µM]	1%	-3%
31	12%	3%	-9%	0%
32	8%[2.29 µM]	2%[2.29 µM]	-5%	-8%

(list continues)
no.	molecule	RGS4 inh	Vif-APOBEC3F blk	LDHA block	mIDH1 inhibitor	USP1-UAF1 inh
33	CC(C)c1ccc(OCC(=O)Nc2ccc(OC(F)(F)F)cc2)cc1	-29%	2%	-5	2%	-8%
34	CN1C(=O)C2(C(C#N)=C(N)Oc3n[nH]c(-c4ccc(Cl)cc4)c32)c2ccccc21 (stereo not given)	25%	0%	-5	0%	1%
35	Cn1cccc1-c1nc2ccc(NC(=O)c3ccco3)cc2[nH]1	-23%	3%	-2	5%	-7%
36	O=C(O)CSc1ncnc2scc(-c3ccc(Br)cc3)c12	16%	?	-7	-2%	-9%
37	Cc1ccc(OCCNC(=O)CCNS(=O)(=O)c2ccc(Br)cc2)cc1	7%	-33%	-3	-4%	-3%
38	COCCN1Cc2cccc(C(=O)NCc3ccc4c(c3)OCO4)c2C1=O	15%	-1%	-7	2%	-10%
39	Cc1ccnc(NS(=O)(=O)c2ccc(NC(=O)c3cncc(Br)c3)cc2)n1	3%	-2%	-8	-3%	-2%

no.	rTrxR1 inhibitor	TrxR1 substrate	Vif-APOBEC3G blk	Glioma ERSR ind
33	4%	-9%	1%	-2%
34	-12%	-9%	-1%	-4%
35	-11%[57.1 µM]	3%[57.1 µM]	-3%	10%
36	-14%	-3%	-12%	-5%
37	7%	-2%	-1%	-6%
38	4%	-3%	-6%	-1%
39	-11%	-9%	-6%	-5%

Only part of the results is shown. The share of hits here may be higher or lower than overall.
